GPR151 activ: human GPR151 activation; Q8TDV0; PathHunter beta-arrestin GPR151 cells, luminescence; activation, % at 11.2 µM; 650,000 compounds, 1% hits; AID 1508602; in the data active = activation above about 4.9%;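 note: 0% = median of compound wells and 100% = cells with positive control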
Target sequence (Q8TDV0 whole entry, looked up): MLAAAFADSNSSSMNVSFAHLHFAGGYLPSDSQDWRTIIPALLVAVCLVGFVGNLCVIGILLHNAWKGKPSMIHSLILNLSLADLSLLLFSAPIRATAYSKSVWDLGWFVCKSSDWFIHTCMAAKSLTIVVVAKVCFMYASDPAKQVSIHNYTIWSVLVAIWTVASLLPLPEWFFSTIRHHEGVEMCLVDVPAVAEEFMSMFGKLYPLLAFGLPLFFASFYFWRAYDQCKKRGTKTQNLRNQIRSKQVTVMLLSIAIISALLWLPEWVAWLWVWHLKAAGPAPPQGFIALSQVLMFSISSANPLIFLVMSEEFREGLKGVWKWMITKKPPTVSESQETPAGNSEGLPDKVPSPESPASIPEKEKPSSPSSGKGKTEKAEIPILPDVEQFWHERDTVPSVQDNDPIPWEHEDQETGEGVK
FBW7 act: activators of human E3 ligase FBW7 | AlphaScreen FBW7–phospho-cyclin E peptide binding, activator screen | normalized activity (activation), % at 26.1 µM | 650,000 compounds, 0.13% hits | AID 1259310; in the data active = normalized activity above about 1.9%;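 note: purified mutant Fbw7 with reduced substrate affinity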
Target sequence (Q969H0 whole entry, looked up): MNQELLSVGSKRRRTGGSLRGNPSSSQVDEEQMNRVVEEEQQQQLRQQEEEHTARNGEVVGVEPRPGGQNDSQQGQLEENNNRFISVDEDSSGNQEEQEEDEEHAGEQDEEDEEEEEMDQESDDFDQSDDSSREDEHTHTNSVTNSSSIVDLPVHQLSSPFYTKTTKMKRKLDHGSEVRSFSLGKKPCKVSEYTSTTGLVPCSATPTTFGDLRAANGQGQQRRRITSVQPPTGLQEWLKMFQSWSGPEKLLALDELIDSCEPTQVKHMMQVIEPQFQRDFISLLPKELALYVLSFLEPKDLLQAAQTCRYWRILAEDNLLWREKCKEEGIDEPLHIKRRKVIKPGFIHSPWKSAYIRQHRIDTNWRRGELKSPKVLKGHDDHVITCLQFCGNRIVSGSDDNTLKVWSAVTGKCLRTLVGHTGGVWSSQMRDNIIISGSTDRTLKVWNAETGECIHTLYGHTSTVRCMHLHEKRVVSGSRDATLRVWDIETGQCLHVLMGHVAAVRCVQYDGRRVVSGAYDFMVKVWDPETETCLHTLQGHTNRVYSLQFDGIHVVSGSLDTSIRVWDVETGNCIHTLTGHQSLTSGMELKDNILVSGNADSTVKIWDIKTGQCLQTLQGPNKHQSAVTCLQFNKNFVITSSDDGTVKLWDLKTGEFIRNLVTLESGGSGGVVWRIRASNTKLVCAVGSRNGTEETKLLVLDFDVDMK
MITF primary: blocks human microphthalmia-associated transcription factor | AlphaScreen MITF homodimerization, bead proximity signal | 650,000 compounds, 0.91% hits | inhibition, % at 2.6 µM; in the data active = inhibition above about 50%;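 note: 0% = vehicle wells with protein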
TEAD-YAP inh: TEAD-YAP interaction inhibition. HEK-TIYL cells, TEAD-Gal4/YAP UAS-luciferase luminescence. inhibition, % at 9.12 µM. 640,000 compounds, 1.4% hits. AID 1259422; in the data active = inhibition above about 32%;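 note: 0% = median of test compound wells and 100% = reference inhibitor wells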
* hit, by the source's call.

A first look (two entries):
COc1cccc(CN2CCN(C(=O)c3cc(Br)cs3)CC2)c1 was read as GPR151 activ 5.8*, FBW7 act -0.1, MITF primary -2.4 and TEAD-YAP inh -1.8.
For COc1cc(CCC(=O)N[C@H](Cn2nc(-c3ccc(F)c(F)c3)ccc2=O)C(C)C)on1 the results were GPR151 activ 0.6, FBW7 act 0.0, MITF primary 9.2 and TEAD-YAP inh -9.1.

The list itself, from the first entry:
COc1cccc(CN2CCN(C(=O)c3cc(Br)cs3)CC2)c1 was read as GPR151 activ 5.8*, FBW7 act -0.1, MITF primary -2.4 and TEAD-YAP inh -1.8.
For COc1cc(CCC(=O)N[C@H](Cn2nc(-c3ccc(F)c(F)c3)ccc2=O)C(C)C)on1 the results were GPR151 activ 0.6, FBW7 act 0.0, MITF primary 9.2 and TEAD-YAP inh -9.1.
For COc1ccc(COC(=O)C2=C(C)NC(=O)NC2c2ccc(Cl)c(Cl)c2)cc1 (configuration not stated) the results were GPR151 activ -0.7, FBW7 act 0.1, MITF primary 9.2 and TEAD-YAP inh 4.3.
`COc1cc(OC)cc(-c2nnc(Nc3nc4ccc(OC)cc4s3)o2)c1` gave GPR151 activ 2.9, FBW7 act 0.0, MITF primary -4.7 and TEAD-YAP inh 3.9.
For CC(=O)C12OC(C)(C)OC1CC1C3CCC4CC(OC(=O)c5cccc(I)c5)CCC4(C)C3CCC12C (configuration not stated) the results were GPR151 activ 0.9, FBW7 act 0.7, MITF primary 11.6 and TEAD-YAP inh -5.0.
Screening COc1cc(CN2CCN(S(=O)(=O)c3cc(C(=O)Nc4ccc(Cl)c(Cl)c4)ccc3F)CC2)cc(OC)c1OC returned GPR151 activ 3.9, FBW7 act -0.1, MITF primary 3.0 and TEAD-YAP inh 25.8.
Screening O=C1CC(N2CCN(c3ccc(Cl)cc3)CC2)C(=O)N1c1ccc(I)cc1 (configuration not stated) returned GPR151 activ 0.4, FBW7 act -0.1, MITF primary -1.8 and TEAD-YAP inh -1.6.
For COc1ccccc1C(=O)N1CCN2C(=O)[C@H](Cc3ccccc3)N(C)C(=O)[C@H]2C1 the results were GPR151 activ -1.0, FBW7 act 0.8, MITF primary 4.4 and TEAD-YAP inh -0.8.
Screening O=C(COC(=O)C1CC(=O)N(Cc2ccccc2)C1)c1ccc(Br)s1 (configuration not stated) returned GPR151 activ 0.0, FBW7 act 0.1, MITF primary 5.8 and TEAD-YAP inh -4.2.
Cc1cccc(-c2noc(CN(C(C)C)S(=O)(=O)c3cccc([N+](=O)[O-])c3)n2)c1 was read as GPR151 activ -0.4, FBW7 act 0.0, MITF primary -5.3 and TEAD-YAP inh -1.2.
COc1ccc(C(=O)OCC(=O)c2ccccc2)cc1I was read as GPR151 activ -0.9, FBW7 act 0.1, MITF primary 7.7 and TEAD-YAP inh 0.6.
For CN1C(=O)/C(=C/c2cn(CC(=O)N3CCOCC3)c3ccccc23)C(=O)NC1=S the results were GPR151 activ -0.1, FBW7 act -0.2, MITF primary -1.4 and TEAD-YAP inh 4.5.
COc1cc(/C=C2\C(=O)NC(=O)N(C)C2=O)cc(I)c1OC was read as GPR151 activ 0.1, FBW7 act 0.1, MITF primary 9.4 and TEAD-YAP inh 6.3.
For COc1cc(/C=N/NS(=O)(=O)c2ccc(Br)cc2)ccc1O the results were GPR151 activ -0.4, FBW7 act -0.1, MITF primary 10.2 and TEAD-YAP inh 0.7.
For CCOc1ccc(/C=C/C(=O)NCc2ccco2)cc1OC the results were GPR151 activ -0.9, FBW7 act 0.0, MITF primary -9.8 and TEAD-YAP inh -5.2.
Screening Cc1nnc(NC(=O)CSc2nnc3c4c(C)c(C)sc4nc(C(C)C)n23)s1 returned GPR151 activ 0.7, FBW7 act -0.1, MITF primary -3.4 and TEAD-YAP inh -2.2.
`CCOC(=O)C1=C(C)NC2=C(C(=O)CC(C)(C)C2)C1c1cc(C)sc1SC` (configuration not stated) gave GPR151 activ -0.7, FBW7 act 0.2, MITF primary 2.8 and TEAD-YAP inh 4.6.
For CCOc1ccc(S(=O)(=O)N2CCC(C)CC2)cc1 the results were GPR151 activ 4.7, FBW7 act 0.1, MITF primary -0.7 and TEAD-YAP inh 16.2.
COC(=O)c1ccc(-c2cnn3ccc(Nc4cc(OC)c(OC)c(OC)c4)nc23)cc1 was read as GPR151 activ -0.1, FBW7 act 0.4, MITF primary 14.1 and TEAD-YAP inh 0.6.
`CS(=O)(=O)N(CC(=O)Nc1ccccc1F)c1cc(Cl)c(Cl)cc1Cl` gave GPR151 activ -0.7, FBW7 act 0.2, MITF primary 4.5 and TEAD-YAP inh -0.8.
For COc1ccccc1NC(=O)C(=O)NC1CCCC1 the results were GPR151 activ -0.1, FBW7 act -0.1, MITF primary 4.6 and TEAD-YAP inh -22.4.
Screening O=C1NC(CCc2ccccc2)C(=O)N1CCOc1cccc(Br)c1 (configuration not stated) returned GPR151 activ -1.6, FBW7 act 0.0, MITF primary 11.9 and TEAD-YAP inh 6.1.
For O=C1O/C(=C\c2ccccc2)c2ccccc21 the results were GPR151 activ -0.7, FBW7 act 0.2, MITF primary 3.9 and TEAD-YAP inh -9.1.
CCCCN(CCCC)C(=O)C(NC(=O)c1ccccc1NC(=O)c1ccc(OC)cc1)C(C)C (configuration not stated) was read as GPR151 activ 3.2, FBW7 act -0.1, MITF primary -12.0 and TEAD-YAP inh -1.0.
CCOC(=O)c1c(C)[nH]c(C)c1C(=O)COC(=O)CCc1ccccc1 was read as GPR151 activ -0.5, FBW7 act -0.1, MITF primary -0.5 and TEAD-YAP inh -3.5.
CCOC(=O)CN=CC1=C(O)CC(C)(C)CC1=O was read as GPR151 activ -0.8, FBW7 act -0.2, MITF primary -6.0 and TEAD-YAP inh 1.0.
N#CCC(=O)c1ccccc1Oc1ccc(Cl)cc1 was read as GPR151 activ 0.3, FBW7 act -0.2, MITF primary 9.3 and TEAD-YAP inh 6.5.
Screening COc1cc(/C=N/N2CCN(Cc3cccc4ccccc34)CC2)ccc1O returned GPR151 activ -0.4, FBW7 act -0.1, MITF primary 12.7 and TEAD-YAP inh -1.8.
Cc1ccc(-n2c(=S)sc3c(=O)n(-c4ccccc4)c(SCC(=O)NCc4ccco4)nc32)c(C)c1 was read as GPR151 activ 0.0, FBW7 act 0.2, MITF primary 12.8 and TEAD-YAP inh 8.3.
`CC(C)C(=O)N1CCN(c2ccc(NC(=O)c3cccc([N+](=O)[O-])c3)cc2)CC1` gave GPR151 activ -0.8, FBW7 act 0.4, MITF primary 9.3 and TEAD-YAP inh 13.4.
For COCCn1cc(NC(=O)NCc2ccccn2)c2ccccc21 the results were GPR151 activ 0.9, FBW7 act -0.2, MITF primary 16.9 and TEAD-YAP inh 9.2.
CCc1ccccc1OCCn1c(-c2ccc(Cl)cc2)nc2ccccc2c1=O was read as GPR151 activ 1.9, FBW7 act 0.0, MITF primary 6.6 and TEAD-YAP inh 3.6.
For NC(=O)CCC(NC(=O)C(c1ccccc1)c1ccccc1)C(=O)O (configuration not stated) the results were GPR151 activ -0.4, FBW7 act -0.1, MITF primary 0.5 and TEAD-YAP inh 1.6.
For Cc1cccc(C2SC(=O)NC3=C2C(=O)c2ccccc23)c1 (configuration not stated) the results were GPR151 activ 1.0, FBW7 act -0.2, MITF primary 2.9 and TEAD-YAP inh 7.1.
N/C(=N\N=C\c1ccc(Cl)cc1)SC1CC(=O)N(c2cccc(C(=O)O)c2)C1=O (configuration not stated) was read as GPR151 activ 0.4, FBW7 act -0.1, MITF primary 1.4 and TEAD-YAP inh 0.6.
Cc1ccc(-c2cc3nc(-c4cccs4)cc(C(F)(F)F)n3n2)cc1 was read as GPR151 activ 2.1, FBW7 act 0.0, MITF primary -5.3 and TEAD-YAP inh 0.3.
For CCN1CCN(C(=O)c2ccc(N3CC4CC(C3)c3cccc(=O)n3C4)c(NC(=O)c3cc(OC)cc(OC)c3)c2)CC1 (configuration not stated) the results were GPR151 activ 3.0, FBW7 act 0.1, MITF primary 6.2 and TEAD-YAP inh -3.1.
`Cc1cc(NC(=O)CN2C(=O)NC(C)(c3ccc(Cl)cc3Cl)C2=O)no1` (configuration not stated) gave GPR151 activ -0.6, FBW7 act 0.1, MITF primary -4.2 and TEAD-YAP inh -1.0.
O=C(NCc1ccc(Cl)cc1)C(=O)NCC(c1ccc2c(c1)OCO2)N1CCOCC1 (configuration not stated) was read as GPR151 activ 2.2, FBW7 act 0.1, MITF primary 15.3 and TEAD-YAP inh 11.4.
`CCC1CCCCN1CCC(=O)Nc1cccc(Cl)c1` (configuration not stated) gave GPR151 activ -1.0, FBW7 act -0.4, MITF primary -0.9 and TEAD-YAP inh -2.9.
`COc1ccc(C(=O)Nc2ccc(N3CC4CC(C3)c3cccc(=O)n3C4)c(C#N)c2)cc1` (configuration not stated) gave GPR151 activ 1.2, FBW7 act 0.0, MITF primary 5.4 and TEAD-YAP inh -8.5.
Screening Ic1ccc(/C=N/Nc2ccc(-n3ccnc3)nn2)o1 returned GPR151 activ 1.0, FBW7 act 0.1, MITF primary 3.3 and TEAD-YAP inh -6.9.
`CCOc1ccc(NC(=O)C/C(C)=N/NC(=O)c2cccc(C)c2O)cc1` gave GPR151 activ 0.3, FBW7 act 0.1, MITF primary 5.2 and TEAD-YAP inh -10.7.
For O=C(O)Cc1csc(Nc2ccc(Br)cc2)n1 the results were GPR151 activ 0.6, FBW7 act -0.1, MITF primary 7.9 and TEAD-YAP inh -58.8.
CC(NC(=O)c1ncoc1-c1ccc(F)cc1)c1ccccn1 (configuration not stated) was read as GPR151 activ 1.6, FBW7 act -0.2, MITF primary 3.5 and TEAD-YAP inh -65.3.
Screening CCC(=O)Oc1ccc2c(=O)c(-c3ccc(OC)c(OC)c3)c(C)oc2c1 returned GPR151 activ 0.3, FBW7 act 1.2, MITF primary 7.7 and TEAD-YAP inh -7.5.
Screening O=C(CCSc1ccc(Cl)cc1)NCCSCc1ccco1 returned GPR151 activ -1.5, FBW7 act 0.0, MITF primary -1.9 and TEAD-YAP inh -8.2.
CN(C(=O)Cn1cccc([N+](=O)[O-])c1=O)C1CC(C)(C)NC(C)(C)C1 was read as GPR151 activ 0.3, FBW7 act 0.3, MITF primary -1.8 and TEAD-YAP inh -2.1.
Screening COc1ccc(NC(=O)C2OC3OC4(CCCCC4)OC3C3OC4(CCCCC4)OC23)cc1Cl (configuration not stated) returned GPR151 activ 0.9, FBW7 act 0.1, MITF primary -2.5 and TEAD-YAP inh -3.3.
Screening CN(C(=O)C1CCN(C(=O)c2ccoc2)CC1)C(c1ccc(F)cc1)c1ccccn1 (configuration not stated) returned GPR151 activ 2.2, FBW7 act 0.2, MITF primary 21.4 and TEAD-YAP inh -3.0.

4 compounds drawn at random from the list so far, as already listed:
`COc1ccc(C(=O)Nc2ccc(N3CC4CC(C3)c3cccc(=O)n3C4)c(C#N)c2)cc1` (configuration not stated) gave GPR151 activ 1.2, FBW7 act 0.0, MITF primary 5.4 and TEAD-YAP inh -8.5.
CN(C(=O)Cn1cccc([N+](=O)[O-])c1=O)C1CC(C)(C)NC(C)(C)C1 was read as GPR151 activ 0.3, FBW7 act 0.3, MITF primary -1.8 and TEAD-YAP inh -2.1.
CC(NC(=O)c1ncoc1-c1ccc(F)cc1)c1ccccn1 (configuration not stated) was read as GPR151 activ 1.6, FBW7 act -0.2, MITF primary 3.5 and TEAD-YAP inh -65.3.
Screening CN(C(=O)C1CCN(C(=O)c2ccoc2)CC1)C(c1ccc(F)cc1)c1ccccn1 (configuration not stated) returned GPR151 activ 2.2, FBW7 act 0.2, MITF primary 21.4 and TEAD-YAP inh -3.0.

Other compounds follow.
`CCOC(=O)c1c(NC(=O)CSc2nnc(CNC(=O)c3cccc(F)c3)n2-c2ccc(F)cc2)sc2c1CCCC2` gave GPR151 activ -0.3, FBW7 act -0.1, MITF primary -14.0 and TEAD-YAP inh -8.4.
CCSc1nnc2c(n1)OC(c1ccc(OC)c(C)c1)Nc1ccccc1-2 (configuration not stated) was read as GPR151 activ 2.8, FBW7 act 0.8, MITF primary 8.4 and TEAD-YAP inh -6.5.
Screening Cc1ccc(/C=N/NC(=O)C(=O)Nc2cccc(Cl)c2Cl)cc1 returned GPR151 activ -0.9, FBW7 act -0.1, MITF primary -4.2 and TEAD-YAP inh 4.2.
For COc1ccc(N2CCN(C(=O)NC34CC5CC(CC(C5)C3)C4)CC2)cc1 the results were GPR151 activ -0.1, FBW7 act -0.3, MITF primary 5.4 and TEAD-YAP inh 16.8.
Screening O=C(Cn1cncn1)N/N=C/c1ccc(F)cc1 returned GPR151 activ -0.8, FBW7 act 0.0, MITF primary -14.2 and TEAD-YAP inh 6.2.
Cn1nc(-c2ccc(Cl)cc2)c2cc(C(=O)NC3CC3)sc21 was read as GPR151 activ -0.1, FBW7 act 0.0, MITF primary 9.5 and TEAD-YAP inh 1.9.
`COc1ccc(-c2noc(N(C)CC(=O)Nc3ccc(F)c(Cl)c3)n2)cc1` gave GPR151 activ 0.6, FBW7 act 0.1, MITF primary 8.1 and TEAD-YAP inh -9.9.
`OCC1(CC2CCCCO2)CCN(Cc2nc3ccccc3s2)CC1` (configuration not stated) gave GPR151 activ -1.2, FBW7 act 0.2, MITF primary 11.9 and TEAD-YAP inh 5.4.
Screening CCOC(=O)C(CC)Sc1nnc2c(n1)[nH]c1ccc(F)cc12 (configuration not stated) returned GPR151 activ -0.3, FBW7 act 0.0, MITF primary -15.4 and TEAD-YAP inh -2.5.
Screening Fc1cccc(Cl)c1C1C=C(c2ccc(Cl)cc2)Nc2nc3ccccc3n21 (configuration not stated) returned GPR151 activ -0.4, FBW7 act 0.0, MITF primary 3.5 and TEAD-YAP inh -65.9.
`CCC(C)NS(=O)(=O)c1ccc(OCC(=O)NC2CCCCCC2)cc1` (configuration not stated) gave GPR151 activ -0.6, FBW7 act -0.2, MITF primary -11.1 and TEAD-YAP inh -7.7.
Screening NS(=O)(=O)c1ccc(N/N=C/c2ccc(N3CCOCC3)cc2)c([N+](=O)[O-])c1 returned GPR151 activ 1.0, FBW7 act -0.2, MITF primary -5.5 and TEAD-YAP inh 1.8.

Compound activity as filed in PubChem.
